# CHT inh: inhibitors of human choline transporter CHT; B-score at 10 µM; AID 488975, 2010; High affinity choline transporter 1 (Homo sapiens), Q9GZV3; CHT-expressing cells, membrane potential dye, choline response; hits give low values; 0.86% of 310,000 active;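 active means B-score over 3 SD under the library average, and starting fluorescence ratio not unusually high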;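 further: choline stimulus applied at its EC90 after an EC20 pre-addition; B-score computed on integrated fluorescence ratio after choline addition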
# Target sequence (Q9GZV3 whole entry, looked up): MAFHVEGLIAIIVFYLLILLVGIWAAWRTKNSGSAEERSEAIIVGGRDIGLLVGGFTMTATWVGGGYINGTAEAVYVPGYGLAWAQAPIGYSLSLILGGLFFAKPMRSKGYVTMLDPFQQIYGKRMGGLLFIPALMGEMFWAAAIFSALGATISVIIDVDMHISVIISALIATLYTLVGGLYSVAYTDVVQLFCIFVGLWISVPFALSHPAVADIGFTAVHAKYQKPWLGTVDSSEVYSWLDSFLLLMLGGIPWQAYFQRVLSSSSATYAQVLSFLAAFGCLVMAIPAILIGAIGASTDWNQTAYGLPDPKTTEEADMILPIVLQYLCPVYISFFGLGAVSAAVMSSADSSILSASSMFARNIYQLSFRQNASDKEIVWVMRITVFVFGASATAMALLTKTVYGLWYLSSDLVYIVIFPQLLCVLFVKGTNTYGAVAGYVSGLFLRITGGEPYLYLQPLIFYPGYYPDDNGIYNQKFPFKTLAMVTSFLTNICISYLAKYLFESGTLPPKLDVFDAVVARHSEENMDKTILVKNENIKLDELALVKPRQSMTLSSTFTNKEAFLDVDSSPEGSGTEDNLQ
# CHT PAM: CHT positive allosteric modulators, primary screen, cell-based, membrane potential dye, choline EC20 | High affinity choline transporter 1 (Homo sapiens), Q9GZV3 | CHT-expressing cells; hits give high values; LV-AA mutant CHT in HEK293 cells | B-score at 10 µM | AID 488977, 2010 | 0.49% of 310,000 active;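 active means initial fluorescence not abnormally high and integrated response B-score, plate-corrected, over 3 SD above library mean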
# Active calls of the source: *; i = inactive.
# Results follow in this order: CHT inh	CHT PAM
- Cc1cc(OC(C)C(=O)NCC2CCC(C(=O)O)CC2)c2c(C)c(Cc3ccccc3)c(=O)oc2c1 (centres undefined)
  i	i
- COc1ccc2occ(C(=O)c3coc4ccc(O)c(CN(C)C)c34)c2c1
  i	7.6*
- CC(C)C[C@H](NC(=O)N1CCn2c1nc1ccccc12)C(=O)N[C@H](Cc1ccccc1)C(=O)O
  i	i
- CCOc1cc(C(=O)Nc2cc(=O)n(C)c(=O)n2C)cc(OCC)c1OCC
  i	i
- COc1ccc(CCNC(=O)Cc2ccccc2)cc1OC
  i	i
- CCOC(=O)c1sc(=S)n(-c2cccc(OC)c2)c1N
  i	i
- Oc1ccc(N=Nc2ccc3ccccc3c2)cc1
  i	i
- O=C(CCn1cnc(-c2ccccc2)c1-c1ccccc1)N/N=C/c1ccccc1O
  i	i
- COc1ccc(CC(=O)Nc2ccccc2N2CCCCC2)cc1OC
  i	i
- CCOC(=O)C(=O)NNc1ccc(C)cc1
  i	i
- O=Cc1sc(N2CCOCC2)nc1-c1ccccc1
  i	i
- Cc1ccc(C)c(-n2c3nc(=O)n(C)c(=O)c-3cc3ccccc32)c1
  i	i
- O=C(CSc1nccn1-c1ccc(F)cc1)NCc1ccc2c(c1)OCO2
  i	i
- CCCCCOC(=O)c1c(N)n(CCOC)c2nc3ccccc3nc12
  i	i
- c1ccc(-c2nnc(SCC3CCCO3)nc2-c2ccccc2)cc1 (centres undefined)
  i	i
- O=c1cc(NCc2ccco2)c2ccccc2o1
  i	i
- C=CCNC(=S)NCC1COc2ccccc2O1 (centres undefined)
  i	i
- CCOC(=O)Cn1c(=O)oc2cc(S(=O)(=O)NCCCc3ccccc3)ccc21
  i	i
- COC(=O)c1scc(C)c1NC(=O)C(Cl)c1ccccc1 (centres undefined)
  i	i
- Cc1ccc(-c2nc(NCCCO)c3ccccc3n2)cc1
  i	i

# Overlap with the part before: 4 entries, then new ones.
# Results follow in this order: CHT inh	CHT PAM
- C=CCNC(=S)NCC1COc2ccccc2O1 (centres undefined)
  i	i
- CCOC(=O)Cn1c(=O)oc2cc(S(=O)(=O)NCCCc3ccccc3)ccc21
  i	i
- COC(=O)c1scc(C)c1NC(=O)C(Cl)c1ccccc1 (centres undefined)
  i	i
- Cc1ccc(-c2nc(NCCCO)c3ccccc3n2)cc1
  i	i
- COc1ccccc1/C=N/NC(=O)C(NC(=O)c1ccccc1)=C(C)C
  i	i
- CCOc1ccc(N(CC(=O)Nc2cccc(Br)c2)S(C)(=O)=O)cc1
  i	i
- CC(C(=O)O)N1C(=O)C2C3c4ccccc4C(c4ccccc43)[C@@H]2C1=O (some centres undefined)
  i	i
- Cc1ccc(C(C)NC(=O)c2ccco2)cc1 (centres undefined)
  i	i
- Cc1cc(/C=C2\Cc3ccccc3C2=O)c(C)n1-c1ccccc1
  i	i
- O=C(N/N=C\c1cccnc1)c1ccc(Br)s1
  i	i
- C/C(=N\N1CCCCC1)c1ccccc1O
  i	i
- Cc1cc(C)c(OCCOCCN2CCN(C)CC2)c(Cl)c1
  i	i
- O=C(Cc1cccc2ccccc12)N/N=C/C=C/c1cccc([N+](=O)[O-])c1
  i	i
- CC1(C)CC(N2CCN(C(c3ccccc3)c3ccccc3)CC2)=CC(=[N+]2CCCCC2)C1
  i	i

# Gathered by group, the compounds so far with a Cl atom
# Results follow in this order: CHT inh	CHT PAM
- COC(=O)c1scc(C)c1NC(=O)C(Cl)c1ccccc1 (centres undefined)
  i	i
- Cc1cc(C)c(OCCOCCN2CCN(C)CC2)c(Cl)c1
  i	i

# Next entries.
# Results follow in this order: CHT inh	CHT PAM
- CCCCC1CCc2[nH]nc(C(=O)O)c2C1 (centres undefined)
  i	i
- COc1ccc(-n2c(=O)c3c4c(sc3n(CC(=O)NC3CCCC3)c2=O)CCCC4)c(OC)c1
  i	i
- O=C(NC1CCCCC1)C(c1ccco1)N(Cc1ccco1)C(=O)c1ccco1 (centres undefined)
  i	i
- COc1ccc(C(C(=O)NC2CCCCC2)N(C(=O)CCCC(=O)Nc2ccccn2)c2ccc3c(c2)OCCO3)cc1 (centres undefined)
  i	i
- COC(=O)c1ccc(COC(=O)c2ccccn2)cc1
  i	i
- COc1ccc(/C=N\NC(=O)c2ccc(F)cc2)cc1COc1ccccc1C(N)=O
  i	i
- CCOC(=O)C(CCCCC(NC(C)=O)(C(=O)OCC)C(=O)OCC)(NC(C)=O)C(=O)OCC
  i	i
- O=C(NC(Cc1c[nH]c2ccccc12)C(=O)O)/C(=C\c1ccccc1)NC(=O)c1ccccc1 (centres undefined)
  i	i
- O=C(Nc1ccc(Cl)c(Cl)c1)Nc1nnc(CSc2ccccc2)s1
  i	i
- Cc1cc([N+](=O)[O-])cnc1N1CCOCC1
  i	i
- CN(C(=O)CS(=O)(=O)c1cn(CC(=O)N2CCCCC2)c2ccccc12)c1ccccc1
  i	i
- OC(COCc1ccco1)CN1CCN(c2ccccc2)CC1 (centres undefined)
  i	i
- O=C(Cc1c(O)c2ccccc2[nH]c1=O)NCc1ccccc1F
  i	i
- Cc1ccc(C)c(N(CC(=O)NN=C2CCCCCCC2)S(C)(=O)=O)c1
  i	i
- CCOc1cccc(C(=O)Nc2ccc(N3CCN(S(C)(=O)=O)CC3)cc2)c1
  i	i
- Cc1cc(C)c(NC(=O)CS(=O)CC(=O)NCC2CCCO2)c(C)c1 (centres undefined)
  i	i
- CC(C)c1ccc(NC(=O)Cn2nnc(C(=O)NCc3ccc4c(c3)OCO4)c2N)cc1
  i	i
- CCCC(=O)Nc1ccc(C(=O)N2CCCC2)cc1
  i	i
- COc1ccccc1CCN=C(N)NS(=O)(=O)c1ccc(C)cc1
  i	i
- O=C(OCc1cc(=O)n2cc(Br)ccc2n1)C1COc2ccccc2O1 (centres undefined)
  i	i
- CCC(CC)c1nnc(NC(=O)C2COc3ccccc3O2)s1 (centres undefined)
  i	i
- CCc1nnc(NS(=O)(=O)c2ccc(NC(=O)c3ccccc3O)cc2)s1
  i	i
- COC(=O)c1ccc(CNC(=O)COc2ccccc2Br)o1
  i	i
- COc1ccc(N2CCN(C(=O)CSc3nnc(-c4ccc5[nH]c(C)c(C)c5c4)o3)CC2)cc1
  i	i
- CC(C)(C)C(=O)Nc1ncc(C(F)(F)F)cc1Cl
  i	i
- C[C@@H](CSc1ccccc1)CN1CC[C@H](C(C)(C)C)CCC1=O
  i	i
- CCC(C)(C)n1nnnc1C(C(C)C)N(Cc1ccco1)Cc1cc2cc3c(cc2[nH]c1=O)OCO3 (centres undefined)
  i	i
- CN(C)S(=O)(=O)c1ccc(Cl)c(C(=O)NC2=NCCS2)c1
  i	i
- Cc1nc2ccc(S(=O)(=O)Nc3ccccc3C)cc2s1
  i	i
- CCOc1ccc(CNC(=O)C(=O)c2cn(CC(=O)N3CCOCC3)c3ccccc23)cc1OC
  i	i
- COc1ccc(OC)c(/C=C2\SC(=S)N(N3CCOCC3)C2=O)c1
  i	i
- CC1Sc2ccc(S(=O)(=O)N3CCC(C(=O)N(C)Cc4ccco4)CC3)cc2NC1=O (centres undefined)
  i	i
- CN(CCOc1ccc(Br)cc1)CC(=O)Nc1cccc(S(=O)(=O)NC2=NCCC2)c1
  i	i
- C/C(=N\Nc1ccc(C(F)(F)F)cn1)c1ccncc1
  i	i
- CC1(C)CC(=O)C(C=NC(CCC(N)=O)C(=O)O)=C(O)C1 (centres undefined)
  i	i
- O=c1nc(-c2ccccc2)cc(C(F)(F)F)[nH]1
  i	i
- CCn1c(=O)c2c(nc3n2CCCN3Cc2ccccc2)n(C)c1=O
  i	i
- Nc1cc(N)nc(SCc2cc([N+](=O)[O-])cc3c2OCOC3)n1
  i	i
- COc1ccc(CNCCSc2nnnn2C)c(OC)c1OC
  i	i
- CCOC(=O)C1CCN(C(=O)C2(NC(=O)Nc3ccccc3Cl)CCCCC2)CC1
  i	i
- COc1ccccc1N(CC(=O)NC(C)(C)C)C(=O)C1CSC(=O)C1 (centres undefined)
  i	i
- COc1cc(/C=C2\C(=N)N3N=CSC3=NC2=O)ccc1OS(=O)(=O)c1ccccc1[N+](=O)[O-]
  i	i
- O=C(COc1ccc2ccc(=O)oc2c1)NC1CCN(Cc2ccccc2)CC1
  i	i
- Cc1cccc(N2C(=O)c3cccc4c(N)ccc(c34)C2=O)c1
  i	i
- Cc1sc2nc(SCC(=O)NCc3cccs3)[nH]c(=O)c2c1C
  i	i
- O=S(=O)(NCC(c1cccnc1)N1CCN(Cc2ccccc2)CC1)c1ccc(F)cc1 (centres undefined)
  i	i
- CC(C)[C@@H](C(=O)O)N(Cc1cccc(CN([C@H](C(=O)O)C(C)C)S(C)(=O)=O)c1)S(C)(=O)=O
  i	i
- Cc1nn(Cc2ccccc2)c(C)c1NC(=O)CSc1nnc(-c2cc(Cl)ccc2O)n1C
  i	i
- Cc1n[nH]c(C)c1S(=O)(=O)N1CCCC(C(=O)NCc2cccs2)C1 (centres undefined)
  i	i
- CCOC(=O)C1CCCN(C(=O)C2CCN(c3nnc(-n4cccc4)s3)CC2)C1 (centres undefined)
  i	i

# Reprinted from the part before: 3 compounds; new compounds follow.
# Results follow in this order: CHT inh	CHT PAM
- Cc1nn(Cc2ccccc2)c(C)c1NC(=O)CSc1nnc(-c2cc(Cl)ccc2O)n1C
  i	i
- Cc1n[nH]c(C)c1S(=O)(=O)N1CCCC(C(=O)NCc2cccs2)C1 (centres undefined)
  i	i
- CCOC(=O)C1CCCN(C(=O)C2CCN(c3nnc(-n4cccc4)s3)CC2)C1 (centres undefined)
  i	i
- Cc1ccc(S(=O)(=O)N(CC(=O)N2CCCCCC2)c2ccccc2)cc1
  i	i
- COC(=O)[C@@H](NC(=O)O[C@@H]1C(=O)c2ccc(OC)cc2O[C@H]1c1cccc(C(F)(F)F)c1)C(C)C
  i	i
- Cc1nnc2ccc(N3CCC4(CC3)OCCO4)nn12
  i	i
- Clc1ccc(-c2nc3cnccn3c2Nc2ccc3c(c2)OCO3)cc1
  i	i
- COc1ccc2c(c1)cc(C(=O)N[C@@H](Cc1ccccc1)C(=O)O)n2C
  i	i
- COc1ccccc1C1=NOC(Cn2c(NCCCO)nc3c2c(=O)n(C)c(=O)n3C)C1 (centres undefined)
  i	i
- CC(=O)NC(=S)Nc1ccc(NC(=O)c2cccs2)cc1
  i	i
- CC(C)c1nc(SCC(=O)N2CCc3ccccc32)n[nH]1
  i	i
- Cc1ccc(CNc2oc(-c3ccco3)nc2S(=O)(=O)c2ccccc2)cc1
  i	i
- O=C1c2ccccc2NC(c2c(Cl)cccc2Cl)N1Cc1ccccc1 (centres undefined)
  i	i

# Other entries follow.
structure	CHT inh	CHT PAM
CC(C)c1ccc(N(CC(=O)NCC2CCCO2)C(=O)CCC(=O)Nc2nccs2)cc1 (centres undefined)	i	i
Cc1cc(C)c(NC(=O)CS(=O)CC(=O)NCCN2CCCCCC2)c(C)c1 (centres undefined)	i	i
Cc1ccc2c(c1)[nH]c1c(N3CCN(Cc4ccccc4)CC3)ncnc12	i	i
CCOC(=O)c1ccccc1NS(=O)(=O)c1ccc(OC)cc1	i	i
CN1CC[n+]2c(CN3C(=O)c4ccccc4C3=O)csc21	i	i
CCN(c1ccccc1)S(=O)(=O)c1ccc(OC)c(NC(=O)CNCC(C)O)c1 (centres undefined)	i	i
CCC(=O)Nc1cccc2c1C(=O)N(C)C2=O	i	i
Cc1nn(CC(=O)NCCc2cccs2)c(=O)c2nn(-c3ccccc3)c(C)c12	i	i
COC(=O)c1ccc(NC(=S)NC(=O)c2cccnc2)cc1	i	i
Nc1c(-c2cccs2)cnc2c(-c3ccc(F)cc3)cnn12	i	i
COc1ccc(S(N)(=O)=O)cc1C(=O)NCCCN1CCN(c2ccc(C)cc2)CC1	i	i
Cc1ccc(S(=O)(=O)NCCC(=O)Nc2cccc(S(N)(=O)=O)c2)cc1C	i	i
CC(=O)N(c1cccc(Cl)c1)c1nc(C)cc(C)c1C#N	i	i
Cc1ccc2c(CN3CCC(C)CC3)cc(=O)oc2c1	i	i
CSc1nc(-c2ccccc2)[nH]c(=S)c1C(C)=O	i	i
CC(C)CC(=O)N1CCN(Cc2cccc([N+](=O)[O-])c2)CC1	i	i
O=C(c1cc2ccccc2o1)N1CCN(c2ccccc2Cl)CC1	i	i
c1ccc(-c2ncnc3cc4n(c23)CCC4)cc1	i	i
Cn1c[n+](C)cc1-c1ccc(/C(N)=N/O)cc1	i	i
CC(=O)Nc1nnc(SCc2cc(=O)c(OC(=O)c3ccccc3)co2)s1	i	i
Cc1cc(OCC(=O)NC2CCCCC2)ccc1Cl	i	i
Cc1cc(C)n(-c2ccc(C(=O)Nc3ccc4c(c3)OCO4)cc2)n1	i	i
CCOc1cc(CN2CCN(CCc3ccccc3)C(CCO)C2)ccc1OC (centres undefined)	i	i
O=C(Nc1cccc(C(F)(F)F)c1)c1sc(Cl)nc1C(F)(F)F	i	i
O=C(NCCc1ccccc1Cl)c1cc(COc2ccc(F)cc2F)on1	i	i
O=C(O)c1c(F)c(F)cc2ccccc12	i	i
COc1ccc(N(C)C(=O)c2ccc(NC(=O)CCS(=O)(=O)c3cccs3)cc2)cc1	i	i
CCC(=O)N1c2ccc(S(=O)(=O)CCC(=O)N3CCN(c4ccccc4F)CC3)cc2CC1C (centres undefined)	i	i
O=C(Nc1cccc(Cl)c1)Nc1ccon1	i	i
O=C(NC1CCS(=O)(=O)C1)/C(=C\c1ccco1)NC(=O)c1ccccc1 (centres undefined)	i	i
COc1ccc(CN2C(=NC(=O)CCC3CCCC3)SC3CS(=O)(=O)CC32)cc1 (centres undefined)	i	i
O=C(CCn1c(=O)sc2ccccc21)Nc1nc2ccccc2s1	i	i
CCc1ccc(NC(=O)c2ccc(-n3cncn3)c([N+](=O)[O-])c2)cc1	i	i
COCC1CCN(C(=O)c2cc(COc3ccc(C)c(C)c3)on2)C1 (centres undefined)	i	i
CCCNC(=O)c1onc(CSc2ccc(Cl)cc2)c1C(=O)NCCC(C)C	i	i
CCC(=O)N(CC(=O)Nc1sc(C)c(C)c1C(N)=O)C1CCCC1	i	i
CSc1nnc(-c2cnccn2)n1Cc1ccccc1	i	i

# High-throughput results as filed in PubChem BioAssay.
